Assay outcomes as filed in PubChem BioAssay.
FBPA coupling cs – coupling enzyme interference in Giardia aldolase counter-screen; 0.67% of 290,000 active; activity change, negative = inhibition, % at 58.2 µM, hits read low; coupling enzyme system counterscreen, AmpLite Red fluorescence; in the data active = activity change below about -30%; also: % is scaled to controls: 0 for no effect and ±100 for the full control effect
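Counterscreen of the coupled detection system alone, without aldolase: glyceraldehyde-3-phosphate coupling enzymes plus AmpLite Red readout. Compounds at 57.5 uM final, 10 min RT preincubation, 20 min RT reaction, fluorescence 525/598 nm.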
BCR signal inh – inhibitors of chronic active B-cell receptor signaling; ABC-DLBCL IkBa-CBG/CBR reporter, luminescence ratio, 4 h; Potency, µM (titrated, usually from 46.1 µM), for the others: at the top dose ratio change, negative = lower green/red ratio, hits mostly inhibitors; 0.05% of 340,000 active; AID 493014; active = well fitted inhibition curve with a large enough effect in the signal ratio, with a control signal flat, not every such curve was filed as active; inconclusive = small, poorly fitted or top-dose-only effect, or effect the other way, or a change in a side signal; the % refers to the signal ratio;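 also: potency is read from the fitted curve at half-maximal effect; plate controls were basal doxycycline-induced cells for no effect and cells given 10 µM MG132 for full effect; MG132 reads +100%, hits lower the ratio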
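Doxycycline induced both beetle luciferases in TMD8 lymphoma cells; IKK-driven degradation limits the IkappaBalpha-fused green signal, while red luminescence normalises for cell number and nonspecific effects. Compounds tested up to 46 uM, 4 hrs.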
Menin MLL FP TR – menin-MLL binding inhibition, Texas Red mutant peptide; Menin + Texas Red MLL mutant peptide, fluorescence polarization; Potency, µM (titrated, usually from 61.6 µM), for the others: at the highest dose FP activity change, negative = inhibition, hits mostly inhibitors; O00255; 0.23% of 270,000 active; active = well fitted inhibition curve with a large enough effect in the polarisation, with a control signal flat, not every such curve was filed as active; inconclusive = small, poorly fitted or top-dose-only effect, or effect the other way, or a change in a side signal; inactive = no such curve, though single readings can be large or run the other way; the % refers to the polarisation; also: potency is read from the fitted curve at half-maximal effect; % of control where 0% means no effect; many of its hits are not listed in these tables
Target sequence (O00255 whole entry, looked up): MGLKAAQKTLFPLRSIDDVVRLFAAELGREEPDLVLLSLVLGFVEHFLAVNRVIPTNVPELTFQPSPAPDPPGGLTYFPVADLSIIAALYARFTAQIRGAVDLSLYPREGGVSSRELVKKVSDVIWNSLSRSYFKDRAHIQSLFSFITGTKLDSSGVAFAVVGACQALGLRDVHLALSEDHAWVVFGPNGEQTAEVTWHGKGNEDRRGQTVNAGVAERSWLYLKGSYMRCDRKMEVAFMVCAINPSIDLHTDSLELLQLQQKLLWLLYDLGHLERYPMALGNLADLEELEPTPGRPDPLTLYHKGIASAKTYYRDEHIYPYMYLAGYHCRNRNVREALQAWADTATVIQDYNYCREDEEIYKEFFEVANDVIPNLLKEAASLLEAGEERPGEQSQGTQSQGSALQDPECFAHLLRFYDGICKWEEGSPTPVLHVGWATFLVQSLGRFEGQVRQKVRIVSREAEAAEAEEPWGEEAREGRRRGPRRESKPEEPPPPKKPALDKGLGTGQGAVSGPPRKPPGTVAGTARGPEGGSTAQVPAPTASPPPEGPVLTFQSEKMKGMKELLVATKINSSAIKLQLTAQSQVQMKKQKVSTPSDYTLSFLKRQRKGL
TSG101-PTAP inh – blocks PTAP/TSG101 interaction to inhibit HIV-1 budding | Fluorescence polarization, FITC-PTAP peptide / Tsg101 binding | Potency, µM (series often up to 115 µM), inactives show at the highest dose activity change, negative = inhibition, actives largely listed as inhibitors | 340,000 tested, under 10 active; active = well fitted inhibition curve with a large enough effect in the main read-out, with a control signal flat, not every such curve was filed as active; inconclusive = small, poorly fitted or top-dose-only effect, or effect the other way, or a change in a side signal; inactive = no such curve, though single readings can be large or run the other way; also: potency is read from the fitted curve at half-maximal effect; % of control where 0% means no effect
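Compounds were pin-transferred onto Tsg101 binding domain (10 uM final) in HEPES pH 7.5 buffer, then FITC-PTAP peptide was added at 50 nM final. After 20 min at RT, polarization reported peptide displacement across a qHTS concentration series.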
GALK inh – inhibitors of human galactokinase; Purified GALK, Kinase-Glo residual ATP luminescence; 0.007% of 270,000 active; Potency, µM (doses to about 57.5 µM), without a hit: top-dose activity change, negative = inhibition, most hits filed as inhibitors; AID 1868; P51570; also: potency is read from the fitted curve at half-maximal effect; % is scaled to controls: 0 for no effect and ±100 for the full control effect
Target sequence (P51570 whole entry, looked up): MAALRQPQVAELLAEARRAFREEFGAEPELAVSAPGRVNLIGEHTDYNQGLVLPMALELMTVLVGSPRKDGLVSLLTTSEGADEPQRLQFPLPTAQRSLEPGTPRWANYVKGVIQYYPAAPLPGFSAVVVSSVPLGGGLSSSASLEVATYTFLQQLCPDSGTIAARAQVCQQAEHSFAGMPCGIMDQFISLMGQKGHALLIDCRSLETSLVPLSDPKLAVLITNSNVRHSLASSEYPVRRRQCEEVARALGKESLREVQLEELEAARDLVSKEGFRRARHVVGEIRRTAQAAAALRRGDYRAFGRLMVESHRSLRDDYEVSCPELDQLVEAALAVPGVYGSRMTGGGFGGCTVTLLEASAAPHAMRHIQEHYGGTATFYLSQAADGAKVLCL
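ATP-depletion format; final 35 uM ATP, 100 uM D-galactose, 5 nM enzyme; pH 8.0 HEPES/Mg2+ buffer; 60 min RT; luminescence read 10 min after detection reagent.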
B2AR arrestin – recruits beta-arrestin to the human beta2-adrenergic receptor. beta-arrestin recruitment to beta2AR, cell-based reporter. Potency, µM (series often up to 46.1 µM), for inactives: top-dose activation, hits mostly activators. 0.02% of 330,000 active. AID 492947;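 also: potency is read from the fitted curve at half-maximal effect; 0% = DMSO controls and full agonism = EC100 isoproterenol or metaproterenol; nearly all actives have a fitted effect of over 65% in size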
Integrin act MD – integrin-mediated muscular dystrophy alleviation activation. alpha7betagal myoblasts, beta-gal FDG fluorescence, 48 h. 0.064% of 350,000 active. AID 624291. Potency, µM (titrated, usually from 38.3 µM), for inactives: at the top dose activation, actives largely listed as activators;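 also: potency is read from the fitted curve at half-maximal effect; 100% = response of the positive control SU9516; nearly all actives have a fitted effect of over 60% in size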
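Alpha7betagal+/- myoblasts (passage 13) were plated 16-24 hr, then exposed to compounds (1:260 dilution of DMSO stock) for 48 hours at 37C. After MPER lysis, β-galactosidase reporter activity was read as FDG fluorescence (ex 480/em 540) after 30 minutes.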
S-ASM inh – inhibitors of human secretory acid sphingomyelinase. 0.006% of 340,000 active. P17405. placental ASM, HMU-PC fluorogenic substrate, 60 min. Potency, µM (titrated, usually from 57.5 µM), inactives show top-dose activity change, negative = inhibition, actives largely listed as inhibitors; also: potency is read from the fitted curve at half-maximal effect
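Fluorogenic HMU-PC substrate (9 uM final) is turned over by placental ASM in 60 min at 37 C after a 10 min compound preincubation. Reaction ended by alkaline stop (pH 10), with fluorescence read at 386/447 nm.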
Giardia kill – Giardia lamblia killing; Giardia lamblia trophozoite viability; activity change, % at 7.66 µM, hits read low; 0.15% of 340,000 active; in the data active = activity change below about -80%; inconclusive = between about -30% and that limit;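 also: parasites exposed to compound for two days anaerobically before the ATP read; % is scaled to controls: 0 for no effect and ±100 for the full control effect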
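Killing of trophozoites was scored by loss of ATP luminescence after a 48 hrs anaerobic exposure to compounds at 37 deg C, using 100 cells per well.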
Tb PFK inh – inhibitors of T. brucei phosphofructokinase | O15648 | 0.17% of 330,000 active | T. brucei PFK, ADP-Glo luminescence | Potency, µM (top dose mostly 57.5 µM), inactives show top-dose activity, negative = inhibition, most hits filed as inhibitors;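 also: potency is read from the fitted curve at half-maximal effect; 0% = uninhibited 1x PFK enzyme wells and -100% = no-enzyme wells; nearly all actives have a fitted effect of over 60% in size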
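Compounds were pin-transferred as a titration series up to 57 uM into substrate buffer (0.5 mM F6P, 0.1 mM ATP, pH 8.0), then 1.25 nM PFK was added and reactions ran 45 min before ADP-Glo detection.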
PKM2 act – increases activity of human pyruvate kinase M2; P14618; purified PKM2, Kinase-Glo ATP luminescence, activation; response scale: 0% is enzyme alone, no compound; Potency, µM (doses to about 57.5 µM), without a hit: at the highest dose activation, most hits filed as activators; 0.34% of 260,000 active; AID 1631; also: potency is read from the fitted curve at half-maximal effect; % is scaled to controls: 0 for no effect and ±100 for the full control effect; nearly all actives have a fitted effect of over 55% in size
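ATP formation by purified human PK-M2, quantified via coupled luciferase luminescence after 1 h at room temperature with 0.1 mM ADP and 0.5 mM PEP final.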
The depositor's hits bear a star; ? = inconclusive; / = not tested or not shown; & = joins results of further samples; [ ] = another dose, or the depositor's remark. Unless noted, calls follow the shape of the dose curve; as a rule, active = well fitted curve in the direction sought with a large enough effect; inconclusive = small, poorly fitted or top-dose-only effect, or another doubt; inactive = no such curve, though single readings can be large; an effect the other way counts as inactive or inconclusive. Only part of the results is shown (hit frequency here may not be typical).

Molecule | FBPA coupling cs | BCR signal inh | Menin MLL FP TR | TSG101-PTAP inh | GALK inh | B2AR arrestin | Integrin act MD | S-ASM inh | Giardia kill | Tb PFK inh | PKM2 act
Cc1ccc(N2CCN(C(=O)c3cc(-c4ccc(F)cc4)[nH]c3C)CC2C)cc1 (stereo not given) | -2 | -2% | -7% | 0% | 3% | 0.3% | -12% | -25% | -12 | -12% | /
CCCCCCC(=O)Nc1nc(C)c(-c2csc(Nc3ccc(Cl)cc3)n2)s1 | 5 | -7% | ? | -4% | -1% | 0.0% | -20% | 4% | 5 | 0% | -1%
O=C(Nc1ccc(S(=O)(=O)Nc2nccs2)cc1)c1cc(=O)[nH]c2ccccc12 | 4 | 1% | / | 5% | -7% | 0.1% | -12% | -1% | -1 | 1% | 11%
Cc1ccc(C(=O)N2CCN(c3ncccn3)CC2)cc1S(=O)(=O)N1CCCCC1 | -10 | -2% | -19% | -2% | 2% | -1.2% | -23% | 9% | 11 | -24% | 5%
NNc1nc(-c2ccccc2)cs1 | -2 | ? | ? | -8% | 1% | -0.2% | 20% | 2% | -7 | 3% | -10%
O=C(Cc1ccccc1)Nc1ccccc1C(=O)Nc1ccc(C(=O)O)cc1 | 5 | 15% | 2% | -1% | -5% | 0.0% | 19% | -1% | 6 | -1% | 6%
CCOC(=O)Cn1c(=O)oc2cc(S(=O)(=O)Nc3c(C)cc(C)cc3C)ccc21 | 2 | ? | 2% | -1% | 5% | 0.1% | 1% | -8% | 6 | 4% | -6%
O=C(CCCN1C(=O)c2ccccc2C1=O)NCC1CCCO1 (stereo not given) | 2 | 1% | 28% | -9% | 1% | -0.7% | 21% | 2% | -3 | 0% | -2%
CCOC(=O)C1(CC2CCCCO2)CCN(C(=O)Nc2cccc(SC)c2)CC1 (stereo not given) | 2 | 1% | 23% | -3% | 6% | -0.7% | 7% | 0% | -12 | -1% | 2%
C=CCSC1=C(C#N)C(c2ccccc2Cl)CC(=O)N1 (stereo not given) | 4 | 1% | 1% | -15% | 1% | -0.1% | -32% | -1% | 7 | -19% | -6%
COC(=O)N/N=C/c1cc(Cl)c(OCc2ccccc2F)c(OC)c1 | -10 | 9% | / | 1% | 2% | -0.4% | -25% | -10% | 24 | 3% | 1%
Cc1ccc(Cl)cc1NC(=O)CCC(=O)Nc1cc(Cl)ccc1C | 4 | -2% | -11% | 0% | 0% | 0.3% | -5% | 4% | -20 | -4% | -2%
O=c1c2ccccc2nnn1CSc1ccccc1 | 1 | ? | 6% | -2% | 3% | -0.3% | 4% | 3% | 18 | 8% | -14%
CC(C)(C)NC(=O)CC(CC(=O)O)c1ccccc1 (stereo not given) | 1 | ? | 0% | 2% | 1% | -1.9% | 13% | -5% | -2 | -3% | 24%
COc1cc(OC)cc(-c2c(C#Cc3ccsc3)c3cc(-c4cccc5[nH]cc(C=O)c45)ccc3n2C)c1 | / | 0% | / | -2% | / | -0.3% | 5% | 35%[activator] | -6 | 5% | /
Cn1c(=O)c2c(nc(Sc3n[nH]c(N)n3)n2Cc2ccccc2Cl)n(C)c1=O | -2 | 1% | 2% | -5% | -2% | -0.3% | -3% | 3% | 9 | -1% | 12%
CN1CCN(C(=S)Nc2ccc(Cl)cc2)CC1 | -1 | ? | 14% | 1% | -1% | -0.4% | 11% | 0% | -6 | 0% | 1%
O=C(NC(Cc1ccccc1)C(=O)N1CCN(S(=O)(=O)c2ccccc2F)CC1)c1ccccc1 (stereo not given) | / | 0% | / | -12% | / | 0.2% | 1% | 2% | 38[activator] | -1% | /
COCCN(C(=O)CSCc1ccc(C)cc1)c1c(N)n(CC(C)C)c(=O)[nH]c1=O | / | 2% | / | -11% | / | 0.4% | -14% | 17% | 2 | 1% | /
Cc1ccsc1C(=O)OCC(=O)Nc1ccc(Cl)cc1C(F)(F)F | 2 | 0% | -20% | -6% | -3% | -0.1% | ? | 3% | -15 | 0% | -6%
Cc1nnc(SCC(=O)NC(=O)NC(C)(C)C)s1 | -1 | -1% | 2% | -5% | 1% | 0.0% | 1% | 1% | -23 | 2% | -6%
O=C(O)c1cc(S(=O)(=O)N2CCOCC2)c[nH]1 | / | -3% | / | -4% | / | 0.1% | 16% | 2% | -4 | -22% | /
COc1ccc(CN2C(=O)C(C)Nc3ncnc(N4CCOCC4)c32)cc1 (stereo not given) | / | ? | / | 0% | / | -0.1% | 9% | 5% | -4 | 3% | /
Cn1c(SCC(=O)Nc2ccc3nc(SCC(=O)N4CCCC4)sc3c2)nnc1-c1ccccc1 | 3 | -2% | 12% | -9% | 3% | 0.3% | -14% | -3% | -8 | -18% | -1%
Cc1ccc(Nc2nc(N)nc(CSc3nnnn3-c3ccccc3)n2)cc1 | -1 | ? | 14% | -1% | 0% | 0.3% | 3% | -1% | 0 | 1% | 1%
N#CC1=C(S)N=C(N)C(c2nc(-c3ccccc3)cs2)C12CCCCC2 (stereo not given) | 0 | ? | ? | 4% | 0% | 8.7% | 7% | 2% | 6 | 2% | -22%
Cc1ccc(C(=O)OCC(=O)NCc2cccs2)c(C)c1 | 1 | ? | -17% | -5% | 12% | 0.2% | 3% | 4% | 3 | 1% | -7%
CN(C)C(=O)[C@@H]1C[C@H]1[C@@H](NC(=O)OCc1ccccc1)c1ccccc1 | 0&1 | ? | -12%&-5% | -3% | / | -0.5% | 9% | 8% | -1 | -1% | -3%&-1%
CC(Sc1ncnc2sc(-c3ccccc3)cc12)C(=O)N1CCNC1=O (stereo not given) | / | -1% | / | -6% | / | -0.1% | 7% | -9% | -11 | 1% | /
CN(C)S(=O)(=O)Nc1ccccc1C(N)=O | -2 | 3% | -7% | -3% | 1% | 0.0% | 23% | -3% | 27 | 0% | 0%
CCn1ccnc1CN(C)C(=O)c1cc(COc2ccc(-n3cncn3)cc2)on1 | 3 | 4% | 4% | -3% | -6% | -0.5% | -14% | 1% | 5 | 3% | /
COc1ccccc1CCNC(=O)c1ccc(OC)c(OC2CCN(C(C)C)CC2)c1 | / | ? | / | -2% | -5% | -0.4% | -9% | 0% | -11 | 3% | 1%
CN(C(=O)C1CCOC1)c1nnc(-c2ccncc2)s1 (stereo not given) | 2 | -1% | 2% | 1% | -1% | 0.1% | 5% | 5% | 7 | -6% | -9%
O=C(NCCN1CCOCC1)c1ccc(Cl)c([N+](=O)[O-])c1 | 3 | 10% | 0% | 0% | 4% | -0.6% | -1% | -1% | 4 | -4% | 1%
N#Cc1cn(CC(=O)NCC2CCCO2)c2ccccc12 (stereo not given) | 3 | -1% | 8% | -4% | 6% | -0.3% | 11% | 0% | 0 | 2% | -1%
OCCC1CN(Cc2nc3ccccc3[nH]2)CCN1C1CCCC1 (stereo not given) | 4 | -9% | -3% | -9% | 7% | 0.1% | -5% | -1% | -8 | 2% | -1%
Cc1cc2cc(CNC(=O)c3cc4ccccc4o3)ccc2n1C | 0 | 2% | ? | / | -1% | -1.6% | / | / | / | -2% | 3%
Cc1ccc(C(=O)CCNc2ccccc2)o1 | 1 | / | -3% | 1% | -3% | / | -43% | -1% | 8 | / | 5%
Cc1ccc(Nc2ncnc3c2cnn3C)c(C)c1 | 1 | -12% | -2% | 1% | 0% | 0.1% | 14% | -3% | 1 | -2% | 5%
O=C(CSc1nnc(CNC(=O)c2ccco2)o1)Nc1nc2ccccc2s1 | -2 | ? | -17% | 0% | 0% | 0.1% | 12% | 5% | 23 | -1% | 1%
O=C(O)Cc1sc(Nc2cccc3ccccc23)nc1-c1ccc(Cl)cc1 | 1 | ? | ? | 0% | / | -0.1% | 14% | 6% | -10 | -2% | /
CCOc1cc(-c2nc3n(c(=O)c2C#N)CCS3)ccc1O | -1 | 0% | 1% | -3% | -2% | 0.1% | 7% | -1% | 6 | -4% | /
Cc1ccc(S(=O)(=O)CCC(=O)N2CCN(c3ccc(Cl)cc3)CC2)cc1 | 1 | 10% | 8% | -4% | -1% | -0.4% | -49%[inhibitor] | -8% | -5 | -6% | 2%
O=C(N/N=C/c1sc(=O)n(-c2ccccc2)c1Cl)c1ccccc1 | 0 | ? | 2% | 16% | 2% | -0.9% | 25% | -2% | -4 | 0% | -24%
CC(C)C(=O)NC(=S)Nc1c(Cl)ccc2nsnc12 | 0 | -2% | / | 2% | 4% | -0.2% | -23% | -1% | -1 | -2% | 1%
